From PubChem
Mito fusion act = qHTS Assay for Small Molecule Inhibitors of Mitochondrial Division or Activators of Mitochondrial Fusion. S. cerevisiae fusion-defective mutant growth rescue, CellTiterGlo 48 h. Potency, µM (titrated, usually from 46.1 µM), for inactives: at the highest dose growth rescue (activation), most hits filed as activators. hit rate 0.23% among 320,000. AID 485298, 2010;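 also: potency is read from the fitted curve at half-maximal effect; % of control where 0% means no effect; nearly all actives have a fitted effect of over 45% in size; temperature-sensitive fusion mutants such as fzo1-1 at 37 °C on non-fermentable ethanol glycerol medium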
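Luminescent cell viability in 1536-well qHTS format served as the measure of rescued growth in ts fusion-mutant S. cerevisiae cultured on non-fermentable YPEG for 48 hours at 37C.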
Menin MLL FP TR = qHTS Assay for Inhibitors Targeting the Menin-MLL Interaction in MLL Related Leukemias: Competition With Texas Red Labeled MLL-derived Mutant Peptide. Menin + Texas Red MLL mutant peptide, fluorescence polarization. hit rate 0.23% among 270,000. O00255. Potency, µM (highest dose often 61.6 µM), without a hit: at the top dose FP activity change, negative = inhibition, usual class: inhibitors; active = well fitted inhibition curve with a large enough effect in the polarisation, with a control signal flat, not every such curve was filed as active; inconclusive = small, poorly fitted or top-dose-only effect, or effect the other way, or a change in a side signal; inactive = no such curve, though single readings can be large or run the other way; the % refers to the polarisation; also: potency is read from the fitted curve at half-maximal effect; % of control where 0% means no effect; many of its hits are not listed in these tables
TSHR antag = Antagonists of the Thyroid Stimulating Hormone Receptor: HTS campaign. TSHR-expressing cells, TSH-stimulated cAMP HTRF, 2 h; active compounds read low. activity change, negative = inhibition, % at 11.5 µM. hit rate 0.2% among 330,000. AID 504810, 2011;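 active = activity change below a set negative limit, meaning inhibition stronger than a set level, cut at about -70% in these data; inconclusive = activity change between two set negative limits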; also: % is scaled to controls: 0 for no effect and ±100 for the full control effect
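Inhibition of cAMP made by TSHR-expressing cells under TSH stimulation (4nM final, EC80; 2 h, 37 deg C) is quantified with a one-step lysis HTRF kit, anti-cAMP cryptate versus cAMP-d2.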
a7 integrin act = qHTS for Activators of Integrin-Mediated Alleviation for Muscular Dystrophy; alpha7betagal myoblasts, beta-gal FDG fluorescence, 48 h; Potency, µM (top dose mostly 38.3 µM), for inactives: at the top dose activation, actives largely listed as activators; hit rate 0.064% among 350,000; AID 624291, 2012;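 also: potency is read from the fitted curve at half-maximal effect; 100% = response of the positive control SU9516; nearly all actives have a fitted effect of over 60% in size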
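alpha7betagal+/- myoblasts (passage 13, 250/well) treated 48 h at 37C with compounds at 1:260 dilution of DMSO stock. Lysed, then beta-galactosidase activity read as FDG fluorescence (ex 480/em 540) after 30 min, with pre-read for autofluorescence.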
MBNL1 CUG block = qHTS Assay for Inhibitors of MBNL1-poly(CUG) RNA binding | Potency, µM (doses to about 57.5 µM), for the others: at the top dose activity change, negative = inhibition, usual class: inhibitors | Muscleblind-like protein 1 (Homo sapiens), Q9NR56 | TR-FRET MBNL1-His/biotin-(CUG)12 binding, 665/545 ratio | hit rate 0.036% among 280,000; active = well fitted inhibition curve with a large enough effect in the signal ratio, with a control signal flat, not every such curve was filed as active; inconclusive = small, poorly fitted or top-dose-only effect, or effect the other way, or a change in a side signal; inactive = no such curve, though single readings can be large or run the other way; the % refers to the signal ratio; also: potency is read from the fitted curve at half-maximal effect; % is scaled to controls: 0 for no effect and ±100 for the full control effect
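Compounds (final 92 nM to 58 uM) are added to His-tagged MBNL1 and biotin-(CUG)12, then terbium anti-His antibody and streptavidin-XL665 (5 nM final). After 60 min at room temperature, the 665/545 nm ratio is read.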
TCR activator = Activators of T cell receptors: qHTS campaign. Potency, µM (doses to about 9.22 µM), inactives show top-dose activation of IL-2 secretion, usual class: activators. AID 504894, 2011. 330,000 tested, under 10 active. primary human leukocytes, anti-CD3, IL-2 HTRF, 48 h; also: % of control where 0% means no effect
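HTRF read-out of IL-2 secretion: europium cryptate donor excited at 320nm, d2 acceptor emission at 665nm. Cells were primary human leukocytes incubated 48 hr with compounds and a-CD3 beads, supplying TCR signal only.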
S-ASM inh = Inhibitors of Secretory Acid Sphingomyelinase (S-ASM): qHTS; Potency, µM (titrated, usually from 57.5 µM), inactives show at the highest dose activity change, negative = inhibition, hits mostly inhibitors; hit rate 0.006% among 340,000; Sphingomyelin phosphodiesterase (Homo sapiens), P17405; placental ASM, HMU-PC fluorogenic substrate, 60 min; also: potency is read from the fitted curve at half-maximal effect
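qHTS format. ASM enzyme prepared from human placenta hydrolyses the fluorogenic substrate HMU-PC0 (9 uM final) over 60 min at 37 °C after a 10 min compound preincubation.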
AT treatment = qHTS Assay for Identifying a Potential Treatment of Ataxia-Telangiectasia; […] A-T fibroblasts, KAP-1 phosphorylation AlphaLISA; neocarzinostatin DNA damage 30 min before lysis; Potency, µM (series often up to 57.5 µM), for the others: top-dose activation, most hits filed as activators; hit rate 0.19% among 320,000; AID 485349, 2010; also: potency is read from the fitted curve at half-maximal effect; % of control where 0% means no effect; nearly all actives have a fitted effect of over 45% in size
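ATM-like activity read as KAP-1 phosphorylation via AlphaLISA donor/acceptor antibody pairs after lysis and 6 hr at 25C. Cells were ATM-null patient fibroblasts ([…], hTERT), dosed 60 min, then exposed to the DSB inducer NCS for 30 min.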
TSG101-PTAP inh = qHTS Assay for Iinhibitors of HIV-1 Budding by Blocking the Interaction of PTAP/TSG101; Tumor susceptibility gene 101 protein (Homo sapiens), Q99816; Fluorescence polarization, FITC-PTAP peptide / Tsg101 binding; Potency, µM (titrated, usually from 115 µM), for inactives: top-dose activity change, negative = inhibition, hits mostly inhibitors; 340,000 tested, under 10 active; AID 493005, 2010; active = well fitted inhibition curve with a large enough effect in the main read-out, with a control signal flat, not every such curve was filed as active; inconclusive = small, poorly fitted or top-dose-only effect, or effect the other way, or a change in a side signal; inactive = no such curve, though single readings can be large or run the other way; also: potency is read from the fitted curve at half-maximal effect; % of control where 0% means no effect
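Fluorescence polarization binding of Tsg101 binding domain (10 uM final) to FITC-labeled PTAP peptide (50 nM final) in HEPES pH 7.5 buffer with NaCl, Tween 20, EDTA, TCEP. Compounds added before peptide; binding 20 min at RT.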
MLL CXXC-DNA inh = qHTS Fluorescence Polarization Assay for Inhibitors of MLL CXXC domain - DNA interaction; Histone-lysine N-methyltransferase 2A (Homo sapiens), Q03164; MLL-CXXC / FITC-HOXA9 DNA fluorescence polarization; Potency, µM (top dose mostly 115 µM), for the others: at the highest dose activity change, negative = inhibition, usual class: inhibitors; hit rate 0.037% among 290,000; active = well fitted inhibition curve with a large enough effect in the polarisation, with a control signal flat, not every such curve was filed as active; inconclusive = small, poorly fitted or top-dose-only effect, or effect the other way, or a change in a side signal; inactive = no such curve, though single readings can be large or run the other way; the % refers to the polarisation; also: potency is read from the fitted curve at half-maximal effect
Target sequence (Q03164 whole entry, looked up, the tested form may be a part): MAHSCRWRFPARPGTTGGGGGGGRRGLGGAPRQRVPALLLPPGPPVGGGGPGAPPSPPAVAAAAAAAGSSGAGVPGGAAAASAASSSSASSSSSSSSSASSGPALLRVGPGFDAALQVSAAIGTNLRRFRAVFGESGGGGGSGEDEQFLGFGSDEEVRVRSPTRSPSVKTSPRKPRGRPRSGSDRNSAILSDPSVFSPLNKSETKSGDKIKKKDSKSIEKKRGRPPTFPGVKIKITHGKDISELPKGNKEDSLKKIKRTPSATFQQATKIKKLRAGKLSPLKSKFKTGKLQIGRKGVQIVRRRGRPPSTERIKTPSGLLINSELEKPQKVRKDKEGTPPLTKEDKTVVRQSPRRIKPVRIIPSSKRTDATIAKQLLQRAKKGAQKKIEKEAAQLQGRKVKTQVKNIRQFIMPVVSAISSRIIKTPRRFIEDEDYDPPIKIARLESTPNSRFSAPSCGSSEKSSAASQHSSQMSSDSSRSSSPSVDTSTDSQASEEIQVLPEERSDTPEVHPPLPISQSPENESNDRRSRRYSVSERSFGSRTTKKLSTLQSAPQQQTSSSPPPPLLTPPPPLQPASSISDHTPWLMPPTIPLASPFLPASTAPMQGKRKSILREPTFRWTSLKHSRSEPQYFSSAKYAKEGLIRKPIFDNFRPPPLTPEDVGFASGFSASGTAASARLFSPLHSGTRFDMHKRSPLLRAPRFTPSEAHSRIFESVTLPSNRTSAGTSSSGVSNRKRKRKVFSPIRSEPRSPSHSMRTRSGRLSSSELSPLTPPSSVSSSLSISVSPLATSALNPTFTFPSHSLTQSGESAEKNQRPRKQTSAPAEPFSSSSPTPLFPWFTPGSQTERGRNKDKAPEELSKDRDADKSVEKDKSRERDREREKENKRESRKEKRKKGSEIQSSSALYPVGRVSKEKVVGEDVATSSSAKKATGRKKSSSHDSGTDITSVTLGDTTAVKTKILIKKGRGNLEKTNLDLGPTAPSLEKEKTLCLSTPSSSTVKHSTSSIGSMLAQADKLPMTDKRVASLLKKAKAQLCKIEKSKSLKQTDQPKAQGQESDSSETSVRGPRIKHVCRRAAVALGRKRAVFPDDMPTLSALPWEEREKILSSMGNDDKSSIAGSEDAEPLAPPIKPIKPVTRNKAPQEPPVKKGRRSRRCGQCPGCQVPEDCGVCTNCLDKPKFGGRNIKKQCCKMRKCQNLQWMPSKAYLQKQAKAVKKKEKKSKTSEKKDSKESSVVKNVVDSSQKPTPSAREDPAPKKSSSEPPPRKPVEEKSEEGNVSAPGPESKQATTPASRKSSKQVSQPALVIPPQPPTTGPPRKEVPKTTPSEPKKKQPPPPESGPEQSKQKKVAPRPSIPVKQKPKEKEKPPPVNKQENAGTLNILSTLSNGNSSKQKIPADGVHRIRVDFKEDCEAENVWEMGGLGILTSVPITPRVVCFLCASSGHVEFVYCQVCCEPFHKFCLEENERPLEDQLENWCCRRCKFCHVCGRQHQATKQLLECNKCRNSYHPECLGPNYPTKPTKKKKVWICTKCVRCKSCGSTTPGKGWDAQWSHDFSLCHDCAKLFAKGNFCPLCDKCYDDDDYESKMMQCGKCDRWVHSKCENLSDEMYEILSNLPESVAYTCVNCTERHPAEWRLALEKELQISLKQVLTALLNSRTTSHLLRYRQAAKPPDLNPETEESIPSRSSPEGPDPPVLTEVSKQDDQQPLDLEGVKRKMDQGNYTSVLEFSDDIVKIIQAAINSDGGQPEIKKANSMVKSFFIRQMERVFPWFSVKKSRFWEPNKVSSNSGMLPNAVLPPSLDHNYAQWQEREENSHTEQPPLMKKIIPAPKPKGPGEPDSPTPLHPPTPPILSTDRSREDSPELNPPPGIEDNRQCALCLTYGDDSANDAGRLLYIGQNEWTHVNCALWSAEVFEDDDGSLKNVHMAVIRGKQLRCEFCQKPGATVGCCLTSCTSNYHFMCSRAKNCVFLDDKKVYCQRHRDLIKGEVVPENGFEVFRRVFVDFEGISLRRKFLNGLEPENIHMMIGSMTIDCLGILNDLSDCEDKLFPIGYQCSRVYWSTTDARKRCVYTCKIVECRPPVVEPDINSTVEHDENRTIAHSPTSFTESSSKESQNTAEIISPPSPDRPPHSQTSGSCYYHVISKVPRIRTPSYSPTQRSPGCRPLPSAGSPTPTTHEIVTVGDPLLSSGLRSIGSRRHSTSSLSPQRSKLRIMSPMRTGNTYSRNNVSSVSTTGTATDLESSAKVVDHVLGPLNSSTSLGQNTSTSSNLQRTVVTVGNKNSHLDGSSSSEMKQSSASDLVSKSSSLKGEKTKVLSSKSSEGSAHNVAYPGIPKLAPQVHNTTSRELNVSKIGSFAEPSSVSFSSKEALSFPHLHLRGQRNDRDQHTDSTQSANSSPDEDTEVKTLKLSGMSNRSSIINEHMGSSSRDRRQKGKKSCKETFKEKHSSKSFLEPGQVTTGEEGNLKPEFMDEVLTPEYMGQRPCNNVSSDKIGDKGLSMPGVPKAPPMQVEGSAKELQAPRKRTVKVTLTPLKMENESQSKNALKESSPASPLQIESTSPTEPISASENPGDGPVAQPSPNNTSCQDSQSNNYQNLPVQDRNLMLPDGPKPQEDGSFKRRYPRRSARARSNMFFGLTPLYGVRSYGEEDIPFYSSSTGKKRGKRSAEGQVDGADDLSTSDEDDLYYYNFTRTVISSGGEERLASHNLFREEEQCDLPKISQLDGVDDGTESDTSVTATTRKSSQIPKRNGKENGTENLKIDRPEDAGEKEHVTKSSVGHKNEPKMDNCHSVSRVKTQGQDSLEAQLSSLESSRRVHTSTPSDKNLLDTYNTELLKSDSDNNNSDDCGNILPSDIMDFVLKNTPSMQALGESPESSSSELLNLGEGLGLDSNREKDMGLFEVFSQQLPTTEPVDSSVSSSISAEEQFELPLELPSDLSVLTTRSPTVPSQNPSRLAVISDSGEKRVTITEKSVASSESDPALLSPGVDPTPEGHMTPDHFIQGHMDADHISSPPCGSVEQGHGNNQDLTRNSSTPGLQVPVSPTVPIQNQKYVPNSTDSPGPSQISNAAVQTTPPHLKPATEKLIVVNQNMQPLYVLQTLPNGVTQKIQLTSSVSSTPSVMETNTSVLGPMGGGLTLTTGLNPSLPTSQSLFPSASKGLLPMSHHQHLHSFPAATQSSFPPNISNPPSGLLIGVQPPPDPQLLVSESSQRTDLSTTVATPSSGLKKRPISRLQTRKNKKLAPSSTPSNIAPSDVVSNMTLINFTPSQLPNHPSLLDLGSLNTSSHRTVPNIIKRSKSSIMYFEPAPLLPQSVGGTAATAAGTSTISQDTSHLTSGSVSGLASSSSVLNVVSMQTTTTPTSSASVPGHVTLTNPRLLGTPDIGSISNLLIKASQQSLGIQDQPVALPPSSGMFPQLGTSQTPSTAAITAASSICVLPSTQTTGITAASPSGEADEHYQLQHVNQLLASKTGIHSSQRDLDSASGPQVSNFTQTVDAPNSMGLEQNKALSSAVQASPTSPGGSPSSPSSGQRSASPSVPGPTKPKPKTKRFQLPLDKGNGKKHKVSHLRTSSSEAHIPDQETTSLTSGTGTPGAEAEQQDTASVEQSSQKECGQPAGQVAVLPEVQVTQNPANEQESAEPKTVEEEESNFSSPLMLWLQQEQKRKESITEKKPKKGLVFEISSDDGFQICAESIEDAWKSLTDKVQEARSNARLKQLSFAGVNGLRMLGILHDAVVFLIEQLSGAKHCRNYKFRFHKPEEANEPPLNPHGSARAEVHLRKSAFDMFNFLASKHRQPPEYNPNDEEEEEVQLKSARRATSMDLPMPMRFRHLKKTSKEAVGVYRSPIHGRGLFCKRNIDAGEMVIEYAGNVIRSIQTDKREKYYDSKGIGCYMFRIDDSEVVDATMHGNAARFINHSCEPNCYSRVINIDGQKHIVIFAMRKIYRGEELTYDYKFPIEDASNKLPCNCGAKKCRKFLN
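Fluorescence polarization: 7 uM MLL-CXXC (stock) preincubated 5 min with compounds, then 50 nM fluorescein-HOX-A9 DNA (stock) added; 30 min ambient. Buffer 50 mM Tris-HCl pH 7.5, 50 mM NaCl, 1 mM DTT, 0.05% BSA.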
Starred values were filed as active, the others as inactive; ? = inconclusive; / = no result given; & = joins results of further samples; [ ] = dose if it differs, or a comment. Unless noted, calls follow the shape of the dose curve; as a rule, active = well fitted curve in the direction sought with a large enough effect; inconclusive = small, poorly fitted or top-dose-only effect, or another doubt; inactive = no such curve, though single readings can be large; an effect the other way counts as inactive or inconclusive. Some of the compounds tested; rates above refer to the full screens.

Compound | Mito fusion act | Menin MLL FP TR | TSHR antag | a7 integrin act | MBNL1 CUG block | TCR activator | S-ASM inh | AT treatment | TSG101-PTAP inh | MLL CXXC-DNA inh
COc1cc(C(=O)O)ccc1OCC(=O)N1CCOCC1 | 3% | 11% | -1 | -3% | 4% | 0% | 4% | 5% | -6% | 4%
C#CCOCCOCCOCCNc1nc(N2CCN(C(=O)[C@H]([C@@H](C)CC)n3cc(CCCCN)nn3)CC2)nc(N2CCN(C(=O)[C@H](CCCCN)n3cc(CC(C)O)nn3)CC2)n1 (stereo partly drawn) | -6% | / | 11 | 24% | / | 0% | 3% | 4% | -5% | /
COC(=O)NN1C(=O)C(c2ccccc2)=C(c2ccc(Cl)cc2)C1=O | / | / | / | 24% | / | -5% | -3% | / | 0% | /
CCCN1CNc2c(c(=O)[nH]c(=S)n2-c2ccc(Cl)cc2)C1 | 5% | -6% | 15 | 14% | -4% | -2% | 3% | 5% | 1% | 8%
COc1cc(/C=C/CNC[C@H]2O[C@@H](n3cnc(C(N)=O)n3)[C@H](O)[C@@H]2O)ccc1O | / | / | / | 19% | / | 2% | 5% | / | -3% | /
Cn1c(CNC(=O)Nc2cccc(Cl)c2)nnc1SCc1ccccc1 | 3% | 15% | 4 | 20% | ? | 9% | -3% | 5% | 0% | 11%
Cc1cccc(N2CCN(C(=O)CCNC(=O)Cn3ccc4ccccc4c3=O)CC2)c1C | -1% | ? | -2 | -29% | 1% | 2% | -1% | 3% | -9% | 1%
Cc1ccc(-n2c(SCC(=O)N/N=C/c3c(C)nn(-c4ccccc4)c3C)nc3ccccc3c2=O)cc1 | 1% | -1% | 7 | -9% | / | 8%[46.1 µM] | 3% | 6% | -4% | 14%
Cn1c(-c2ccccc2)cnc1SCc1nc2ccccc2c(=O)[nH]1 | 8% | -11% | -13 | -7% | ? | -6% | -8% | -11% | -4% | -2%
Cc1cc2nc(-c3ccco3)cc(C(F)(F)F)n2n1 | -7% | ? | -4 | 0% | 12% | 12% | 17% | 3% | -3% | 9%
CC(=O)c1ccc(S(=O)(=O)N2CCN(CC(=O)Nc3ccnn3C3CCCC3)CC2)cc1 | / | / | / | 24% | / | 9% | -1% | / | 1% | /
Cc1cc([N+](=O)[O-])ccc1NC(=O)C[n+]1ccc(N(C)C)cc1 | -5% | -21% | -35 | 1% | -8% | 0% | -1% | 5% | -3% | 0%
COC(=O)c1ccc(CN2C(=O)NC3(CCCCC3)C2=O)cc1 | -1% | 1% | -1 | -6% | -10% | -5% | 2% | 4% | -11% | 0%
CCCNC(=O)/C=C/c1ccc(S(=O)(=O)Nc2ccccc2OC)cc1 | 15% | -2% | -9 | -3% | 10% | 0% | -1% | 17% | -5% | -2%
C=CCNC(=O)c1c2c(nc3ccccc13)-c1ccccc1CC2 | 4% | -2% | 27 | 1% | 14% | 2% | -3% | -3% | -5% | -9%
CN(C)S(=O)(=O)c1cccc(C(=O)NCCc2ccccc2)c1 | 6% | 4% | 22 | 4% | -4% | 2% | 2% | 8% | 0% | -5%
CN(CC(=O)NCc1ccccc1Cl)S(=O)(=O)c1ccc2c(c1)n(C)c(=O)c(=O)n2C | 4% | / | -2 | 12% | -7% | 14% | 2% | 3% | -1% | 0%
Cc1ccc(CNC(=O)CCSCc2cccc(F)c2)cc1 | 7% | 4% | 3 | -9% | -6% | -6% | -1% | 17% | -8% | 16%
Cc1ccc(-n2ccnc2SCC(=O)N(CC(C)C)C2CCS(=O)(=O)C2)c(C)c1 (stereo not drawn) | 1% | ? | 17 | 4% | 2% | / | -1% | 3% | -3% | 0%
O=S(=O)(Nc1ccc(S(=O)(=O)Nc2nccs2)cc1)c1ccc2c(c1)OCCO2 | -1% | 10% | 11 | 24% | -4% | 6% | 0% | 0% | -4% | 7%
COc1ccccc1NC(=O)CSc1nnc(C2CCCCC2)n1C | 6% | -3% | 23 | 15% | 1% | -6% | 3% | 1% | -6% | -7%
O=C(NCc1cccs1)c1cnc(Cl)c(Cl)c1 | -6% | 7% | 13 | -2% | 0% | 0% | -2% | 1% | -2% | 0%
Cc1cccc(Oc2nc3ccccn3c(=O)c2/C=C(\C#N)C(=O)NC2CCS(=O)(=O)C2)c1 (stereo not drawn) | -4% | 5% | -5 | -28% | / | 2%[46.1 µM] | 171%[activator] | 4% | -2% | -13%
c1ccc(-c2[nH]ncc2-c2nc3ccccc3[nH]2)cc1 | -4% | -2% | -9 | -5% | 1% | 1% | 0% | 2% | 1% | -4%
COc1cc(C(O)CO)ccc1OS(=O)(=O)O (stereo not drawn) | 1%&-3% | -2% | -7&1 | / | / | -5% | 3% | -10% | 1% | 1%
CCCCOCC(O)CN1CCN(C(C)=O)CC1 (stereo not drawn) | -4% | 4% | 2 | -29% | -15% | -13% | -1% | 4% | -6% | -3%
COc1cccc2c1C(=O)C=C(C)C2=O | ? | 13% | 0 | -330%[inhibitor] | ? | -12%[46.1 µM] | -4% | 33% | -3% | 18%
O=C(c1cccc(F)c1)N1CCN(c2ccc([N+](=O)[O-])c3cccnc23)CC1 | 4% | 2% | -9 | -4% | ? | -6% | -14% | 6%[11.5 µM] | 2% | -9%
COc1ccccc1CNC(=O)CN1C(=O)NC(c2ccccc2)(c2ccc(C)c(C)c2)C1=O (stereo not drawn) | 0% | / | 69 | -48%[inhibitor] | / | 3% | -5% | 0% | 0% | /
CCc1noc(C)c1C(=O)NC1CCCc2c1cnn2-c1cc(C)cc(C)c1 (stereo not drawn) | 8% | ? | -10 | -3% | -2% | 3% | 0% | -1% | -6% | -7%
CC(C)(CNC(=O)c1ccc(Cl)c(S(=O)(=O)N2CCc3ccccc3C2)c1)N1CCOCC1 | -1% | -12% | -4 | -35% | -3% | -2% | -3% | 1% | -1% | 40%[activator]
CC1CC(C)CN(S(=O)(=O)N2CCCC(C(=O)NCCc3ccc(Cl)cc3)C2)C1 (stereo not drawn) | 7% | ? | -6 | -4% | 2% | -3% | 4% | 0% | 2% | -1%
COc1ccc(CCNC(=O)NC23CC4CC(CC(C4)C2)C3)cc1 | 16% | -14% | -15 | 1% | 0% | -4% | 0% | -4% | -6% | -5%
Cc1cc(C(F)(F)F)nn2cnnc12 | -5% | 11% | -8 | 2% | 8% | 0% | 3% | 3% | 1% | -2%
Nc1nc(SCc2ccccc2)c2ncn(C3CCCCC3)c2n1 | / | / | / | 11% | / | -2% | -8% | / | 0% | /
CCOC(=O)c1ccc(NC(=S)N2CCCC(C)C2)cc1 (stereo not drawn) | -5% | -4% | 0 | -22% | 0% | 0% | -4% | 1% | -1% | 16%
CCCCOc1ccc(C(C)NC(=O)C2CCCN(S(=O)(=O)CCC)C2)cc1 (stereo not drawn) | -3% | 3% | -1 | -4% | -17% | 5% | -3% | 5% | 0% | 1%
CCC(=O)Nc1ccccc1N1CCN(S(C)(=O)=O)CC1 | -2% | -16% | -2 | 6% | -8% | 0% | -1% | 10% | 1% | -3%
Cc1cc(O)cc(O[C@H]2OC(CO)[C@H](O)[C@@H](O)[C@H]2O)c1 (stereo partly drawn) | -1% | 5% | 4 | 14% | 12% | -1% | 2% | 15% | -1% | 2%

Looked up by compound from above, 3 records:
Compound | Mito fusion act | Menin MLL FP TR | TSHR antag | a7 integrin act | MBNL1 CUG block | TCR activator | S-ASM inh | AT treatment | TSG101-PTAP inh | MLL CXXC-DNA inh
Cc1cc2nc(-c3ccco3)cc(C(F)(F)F)n2n1 | -7% | ? | -4 | 0% | 12% | 12% | 17% | 3% | -3% | 9%
COC(=O)c1ccc(CN2C(=O)NC3(CCCCC3)C2=O)cc1 | -1% | 1% | -1 | -6% | -10% | -5% | 2% | 4% | -11% | 0%
COc1cc(C(=O)O)ccc1OCC(=O)N1CCOCC1 | 3% | 11% | -1 | -3% | 4% | 0% | 4% | 5% | -6% | 4%
